Screening results deposited in PubChem BioAssay by National Center for Advancing Translational Sciences (NCATS).
L3MBTL1 inh: qHTS Assay for the Inhibitors of L3MBTL1; Lethal(3)malignant brain tumor-like protein 1 (Homo sapiens), Q9Y468; AlphaScreen L3MBTL1–H3K9me1 peptide binding; Potency, µM (top dose mostly 57.1 µM), for inactives: at the top dose activity, negative = inhibition, hits mostly inhibitors; 230,000 compounds, 0.66% hits; AID 485360, 2010; further: on the % scale 0 is the no-effect control and ±100 the full control effect; nearly all actives have a fitted effect of over 60% in size
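L3MBTL1 (50 nM) pre-complexed 30 min with biotinylated H3(1-15)K9me1 peptide (75 nM), then compounds added for 30 min at room temperature; AlphaScreen streptavidin donor/nickel chelate acceptor beads (10 ug/mL final) read after 30 min dark incubation.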
SMN2 splice up: qHTS Assay for Enhancers of SMN2 Splice Variant Expression | HEK293 SMN2-luciferase splicing reporter, luminescence, 30-36 h | Potency, µM (doses to about 46.1 µM), without a hit: at the highest dose activity change, positive = activation, hits mostly activators | 210,000 compounds, 2.8% hits | AID 1458, 2008; further: % of control where 0% means no effect; nearly all actives have a fitted effect of over 55% in size
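HEK293 cells carry an SMN2 minigene-luciferase reporter in which exon 7 inclusion puts luciferase in frame. Cells were seeded at 2000 cells/well, attached for 10-12 hours, then exposed to compounds for 30-36 hours at 37C before ONE-Glo luminescence.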
RECQ1 inh: qHTS Assay for Inhibitors of RecQ-Like Dna Helicase 1 (RECQ1) | ATP-dependent DNA helicase Q1 (Homo sapiens), P46063 | RECQ1 DNA unwinding, red fluorescence kinetic read | Potency, µM (top dose mostly 57.3 µM), without a hit: top-dose activity, negative = inhibition, hits mostly inhibitors | 240,000 compounds, 0.54% hits | AID 2549, 2010;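 further: plate controls were vehicle for no effect and no enzyme for full effect; nearly all actives have a fitted effect of over 30% in size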
Target sequence (P46063 whole entry, looked up): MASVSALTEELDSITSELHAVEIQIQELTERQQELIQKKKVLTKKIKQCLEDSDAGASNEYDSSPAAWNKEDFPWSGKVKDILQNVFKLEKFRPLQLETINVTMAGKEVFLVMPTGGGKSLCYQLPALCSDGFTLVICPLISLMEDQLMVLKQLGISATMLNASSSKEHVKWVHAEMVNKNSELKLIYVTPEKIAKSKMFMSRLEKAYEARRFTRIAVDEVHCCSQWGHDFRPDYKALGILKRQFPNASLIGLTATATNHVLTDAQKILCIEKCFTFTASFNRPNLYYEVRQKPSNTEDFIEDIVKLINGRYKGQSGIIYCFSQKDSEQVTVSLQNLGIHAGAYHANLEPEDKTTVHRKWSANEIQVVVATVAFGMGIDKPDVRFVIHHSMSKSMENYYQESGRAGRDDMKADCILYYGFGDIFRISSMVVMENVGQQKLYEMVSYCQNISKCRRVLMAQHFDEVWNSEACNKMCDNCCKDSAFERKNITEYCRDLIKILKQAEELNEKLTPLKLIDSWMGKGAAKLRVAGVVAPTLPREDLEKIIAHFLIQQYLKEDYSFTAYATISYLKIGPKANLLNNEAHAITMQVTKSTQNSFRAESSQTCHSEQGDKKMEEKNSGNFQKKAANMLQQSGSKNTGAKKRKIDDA
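50 nM RECQ1T1 preincubated 15 min with compound in Tris pH 8.0 buffer with MgCl2, DTT, Tween-20 and 2.5 ug/ml poly(dI-dC); started with 200 nM TAMRA/BHQ-2 forked duplex and 2 mM ATP. Unwinding read as fluorescence (525/598 nm), two reads 2 h apart.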
Lamin A splicing: qHTS Assay for Modulators of Lamin A Splicing | HeLa LMNA splicing GFP/RFP minigene ratio, 48 h | Potency, µM (top dose mostly 46.1 µM), for the others: at the top dose ratio change, negative = inhibition, usual class: inhibitors | 200,000 compounds, 0.01% hits | AID 1487, 2009; active means well fitted inhibition curve with a large enough effect in the signal ratio, with a control signal flat, not every such curve was filed as active; inconclusive means small, poorly fitted or top-dose-only effect, or effect the other way, or a change in a side signal; the % refers to the signal ratio; further: on the % scale 0 is the no-effect control and ±100 the full control effect
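S3 HeLa stable clones carrying a lamin A-EGFP splicing minigene plus DsRed2 were seeded at 600 cells/well in Opti-MEM with 2% FBS, pin-dosed and incubated 48 h at 37°C. Acumen cytometry (488 nm) gave the GFP/RFP total-intensity ratio.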
JMJD2E inh: qHTS Assay for Inhibitors of Human Jumonji Domain Containing 2E (JMJD2E) | Potency, µM (titrated, usually from 57.1 µM), for the others: at the highest dose activity change, negative = inhibition, actives largely listed as inhibitors | Lysine-specific demethylase 4E (Homo sapiens), B2RXH2 | JMJD2E catalytic domain, FDH-coupled NADH fluorescence (FDH is formaldehyde dehydrogenase) | 230,000 compounds, 1.6% hits; active means well fitted inhibition curve with a large enough effect, not every such curve was filed as active; inconclusive means small, poorly fitted or top-dose-only effect, or another doubt; inactive means no such curve, though single readings can be large or run the other way;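 further: 0% = wells with enzyme and -100% = buffer wells without enzyme; nearly all actives have a fitted effect of over 50% in size; many of its hits are not listed in these tables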
Target sequence (B2RXH2 1-337 limits assumed): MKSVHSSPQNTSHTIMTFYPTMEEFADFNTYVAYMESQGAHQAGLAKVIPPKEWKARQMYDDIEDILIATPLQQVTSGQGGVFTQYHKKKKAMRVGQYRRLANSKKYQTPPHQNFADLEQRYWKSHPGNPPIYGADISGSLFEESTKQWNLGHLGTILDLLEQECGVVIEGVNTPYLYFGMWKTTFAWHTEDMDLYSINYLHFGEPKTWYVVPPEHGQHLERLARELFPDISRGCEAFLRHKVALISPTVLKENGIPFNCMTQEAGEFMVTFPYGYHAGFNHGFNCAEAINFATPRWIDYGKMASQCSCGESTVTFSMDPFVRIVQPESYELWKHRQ
ALDH1A1 inh: qHTS Assay for Inhibitors of Aldehyde Dehydrogenase 1 (ALDH1A1); Aldehyde dehydrogenase 1A1 (Homo sapiens), P00352; Purified ALDH1A1, NADH fluorescence, propionaldehyde substrate; 220,000 compounds, 7.3% hits; Potency, µM (titrated, usually from 75.3 µM), inactives show top-dose activity, negative = inhibition, hits mostly inhibitors; active means well fitted inhibition curve with a large enough effect, not every such curve was filed as active; inconclusive means small, poorly fitted or top-dose-only effect, or another doubt; inactive means no such curve, though single readings can be large or run the other way;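 further: plate controls were no enzyme wells and a reference inhibitor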
Tau ThT inhib: qHTS for Inhibitors of Tau Fibril Formation, Thioflavin T Binding. Microtubule-associated protein tau (Homo sapiens), P10636. 270,000 compounds, 2.1% hits. recombinant tau K18 P301L, heparin-induced fibrillization, ThT fluorescence. Potency, µM (top dose mostly 57.4 µM), for inactives: at the highest dose activity, negative = inhibition, most hits filed as inhibitors; further: on the % scale 0 is the no-effect control and ±100 the full control effect; nearly all actives have a fitted effect of over 55% in size
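Fibril formation assay: tau K18 P301L at 15 uM with trace Alexa 594 label, heparin inducer 20 uM, pH 7 sodium acetate buffer, 37 C for 6 hr; endpoint ThT signal.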
Luc counter: Counterscreen for Luciferase (Kinase-Glo TM) Inhibition. Luciferin 4-monooxygenase (Photuris pensylvanica), Q27757. Kinase-Glo luciferase, ATP luminescence, 8 min. Potency, µM (doses to about 38.3 µM), without a hit: top-dose activity change, negative = inhibition, actives largely listed as inhibitors. 200,000 compounds, 0.28% hits. AID 1379, 2008; further: on the % scale 0 is the no-effect control and ±100 the full control effect; nearly all actives have a fitted effect of over 60% in size
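Compounds were added to a substrate mix at pH 7.2 (50 mM imidazole, 10 uM ATP, within the enzyme's linear range), followed by Kinase-Glo detection reagent; luminescence was measured after 8 minutes at ambient temperature.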
Starred values were filed as active, the others as inactive; & = joins results of further samples; [ ] = dose if it differs, or a comment. Unless noted, the call rests on the fitted dose curve; in most records, active means well fitted curve in the direction sought with a large enough effect; inconclusive means small, poorly fitted or top-dose-only effect, or another doubt; inactive means no such curve, though single readings can be large; an effect the other way counts as inactive or inconclusive. Potency means the concentration at half of the fitted maximal effect. This is a subset. The share of hits here may be higher or lower than overall.

For CC1CC(C)(C)NC(=S)N1CCCC(=O)NCCc1ccc(Cl)cc1 (stereo unspecified) the results were L3MBTL1 inh 7%, SMN2 splice up 6%, RECQ1 inh -2%, Lamin A splicing -10%[9.22 µM], JMJD2E inh -5%, ALDH1A1 inh 3%, Tau ThT inhib -2% and Luc counter -2%.
`O=C(Nc1nc(COc2ccccc2)cs1)c1ccccc1F` gave L3MBTL1 inh 10%, SMN2 splice up -43%[inhibitor], RECQ1 inh -13%, Lamin A splicing inconclusive, ALDH1A1 inh 4%, Tau ThT inhib -16% and Luc counter -5%.
CCCC(=O)NC(C)C(c1cccs1)N1CCN(C)CC1 (stereo unspecified) was read as L3MBTL1 inh -4%, SMN2 splice up 7%, RECQ1 inh -3%, Lamin A splicing -7%, JMJD2E inh -2%, ALDH1A1 inh 2%, Tau ThT inhib -10% and Luc counter 2%.
`COc1ccc(-c2nnn(CC(=O)N(CC(=O)NC3CCCC3)Cc3ccco3)n2)cc1OC` gave L3MBTL1 inh 3%, SMN2 splice up -14%, RECQ1 inh inactive, JMJD2E inh 0%, ALDH1A1 inh 4%, Tau ThT inhib 1% and Luc counter -2%.
Screening O=C(NC1CCCCC1)N(CCO)Cc1cc2cc3c(cc2[nH]c1=O)OCCO3 returned SMN2 splice up inconclusive, RECQ1 inh -14%, Lamin A splicing -9%, JMJD2E inh inconclusive, ALDH1A1 inh inconclusive, Tau ThT inhib -13% and Luc counter -3%.
For COc1cccc(NC(=O)Nc2cccn(Cc3ccc(C)cc3)c2=O)c1 the results were L3MBTL1 inh -18%, RECQ1 inh 0%, Lamin A splicing 2%[9.22 µM], JMJD2E inh inconclusive, ALDH1A1 inh inconclusive, Tau ThT inhib -12% and Luc counter 0%.
Screening CCCC(=O)NC(c1ccc(OC)cc1)c1ccc2cccnc2c1O (stereo unspecified) returned L3MBTL1 inh inconclusive, RECQ1 inh -20%, Lamin A splicing inconclusive, JMJD2E inh 22µM*, ALDH1A1 inh 12%, Tau ThT inhib -12% and Luc counter 4%.
O=c1oc2ccccc2c2c1nnn2CCO was read as L3MBTL1 inh 15%, RECQ1 inh inactive, JMJD2E inh 2%, ALDH1A1 inh -1%, Tau ThT inhib 0% and Luc counter 1%.
`O=C(CSc1nc2c([nH]c3ccccc32)c(=O)n1-c1cccc(Cl)c1)N1CCOCC1` gave L3MBTL1 inh 33%[activator], SMN2 splice up 16%, RECQ1 inh -2%, Lamin A splicing inconclusive, JMJD2E inh inconclusive, ALDH1A1 inh 3%, Tau ThT inhib -7%&-18% and Luc counter 2%.
`CN(/N=C/c1cc(Cl)cc(Cl)c1O)C(=S)NC(C)(C)C` gave L3MBTL1 inh -2%, RECQ1 inh -5%, Lamin A splicing -11%[46 µM], JMJD2E inh 32µM*, ALDH1A1 inh inconclusive and Tau ThT inhib inconclusive.
Screening C/C(CC(=O)Nc1ccccn1)=N\NC(=O)C(=O)Nc1ccccc1C returned L3MBTL1 inh -8%, SMN2 splice up 2%, RECQ1 inh 6%, Lamin A splicing inconclusive, JMJD2E inh 106%, ALDH1A1 inh 6%, Tau ThT inhib inconclusive and Luc counter -1%.
`CN(C)S(=O)(=O)c1ccc(C(=O)N2CCCC2c2nc3ccccc3s2)cc1` (stereo unspecified) gave L3MBTL1 inh 3%, SMN2 splice up -13%, RECQ1 inh -3%, Lamin A splicing -4%, JMJD2E inh 8%, ALDH1A1 inh 11%, Tau ThT inhib -4% and Luc counter 3%.
CN(C)S(=O)(=O)Nc1cc(F)cc(F)c1 was read as L3MBTL1 inh -5%, SMN2 splice up 7%, RECQ1 inh inactive, JMJD2E inh -8%, ALDH1A1 inh 9%, Tau ThT inhib -1% and Luc counter -1%.
`Cc1cccc(NC(=O)CSc2nc(N)cc(N)n2)c1` gave L3MBTL1 inh 9%, SMN2 splice up -11%, RECQ1 inh -1%, Lamin A splicing -3%, JMJD2E inh -3%, ALDH1A1 inh 6%, Tau ThT inhib -2% and Luc counter 4%.
Screening O=C(NNc1cc(N2CCOCC2)nc(N2CCOCC2)n1)c1ccc(Cl)cc1Cl returned L3MBTL1 inh -1%, SMN2 splice up 5%, RECQ1 inh -6%, Lamin A splicing -7%, JMJD2E inh -6%, ALDH1A1 inh -2%, Tau ThT inhib 7% and Luc counter -4%.
Cc1cc(Nc2ncc(Cl)cc2Cl)n(-c2ccccc2C)n1 was read as L3MBTL1 inh 30%[activator], SMN2 splice up -16%, RECQ1 inh inactive, Lamin A splicing inconclusive, JMJD2E inh 1%, ALDH1A1 inh 2%, Tau ThT inhib -1% and Luc counter 5%.
For O=C(NC1CCCCC1)c1ccc(S(=O)(=O)NCc2ccco2)cc1 the results were L3MBTL1 inh -1%, SMN2 splice up -23%, RECQ1 inh -3%, Lamin A splicing -2%, JMJD2E inh 6%, ALDH1A1 inh 6%, Tau ThT inhib 1% and Luc counter -2%.
Cc1cccc2[nH]c(-c3ccc(NC(=O)c4ccco4)cc3)nc12 was read as L3MBTL1 inh -6%, SMN2 splice up 14µM*, RECQ1 inh -10%, Lamin A splicing 6%, JMJD2E inh inconclusive, ALDH1A1 inh inconclusive, Tau ThT inhib inconclusive and Luc counter inconclusive.
O=C(Oc1ccc(Nc2ncnc3ccccc23)cc1)c1cccnc1 was read as L3MBTL1 inh 9%, SMN2 splice up 10%, RECQ1 inh inactive, Lamin A splicing inconclusive, JMJD2E inh -7%, ALDH1A1 inh 4%, Tau ThT inhib -18% and Luc counter -4%.
For O=C(Nc1ccc(F)cc1Cl)c1ccc2c(=O)n3c(nc2c1)CCCCC3 the results were L3MBTL1 inh -2%, SMN2 splice up 12%, RECQ1 inh -1%, Lamin A splicing -11%, JMJD2E inh 10%, ALDH1A1 inh -10%, Tau ThT inhib -8% and Luc counter -9%.
`Cn1c(=O)n(-c2cccc(Cl)c2)c(=O)n1C` gave L3MBTL1 inh -8%, SMN2 splice up 16%, RECQ1 inh 0%, Lamin A splicing 7%, JMJD2E inh 12%, ALDH1A1 inh 13%, Tau ThT inhib -2% and Luc counter 1%.
Screening Cc1noc(/C=C/c2ccco2)c1S(=O)(=O)N1CCC(C(=O)N2CCc3ccccc3C2)CC1 returned L3MBTL1 inh inconclusive, SMN2 splice up -8%, RECQ1 inh inconclusive, Lamin A splicing inconclusive, JMJD2E inh -21%, ALDH1A1 inh inconclusive, Tau ThT inhib inconclusive and Luc counter -5%.
Screening COc1ccc2cc3c(N)c(C(=O)NCc4ccco4)sc3nc2c1 returned L3MBTL1 inh -1%, SMN2 splice up 13µM*, RECQ1 inh -17%, Lamin A splicing -23%, JMJD2E inh inconclusive, ALDH1A1 inh inconclusive, Tau ThT inhib 2.8µM* and Luc counter 3%.
Screening C=CCOc1cccc(C2/C(=C(/O)c3ccc(Cl)cc3)C(=O)C(=O)N2CCN2CCOCC2)c1 (stereo unspecified) returned L3MBTL1 inh -6%, SMN2 splice up -8%, RECQ1 inh -7%, Lamin A splicing 1%, JMJD2E inh -15%, ALDH1A1 inh inconclusive, Tau ThT inhib inconclusive and Luc counter -3%.
For CN(c1ccccc1C(=O)Nc1ccc(F)c(F)c1)S(C)(=O)=O the results were L3MBTL1 inh 6%, RECQ1 inh -4%, JMJD2E inh -2%, ALDH1A1 inh 5%, Tau ThT inhib -9% and Luc counter -3%.
COc1ccc(C2Nc3cc(OC)ccc3-n3cccc32)cc1 (stereo unspecified) was read as L3MBTL1 inh 108%[activator], RECQ1 inh -21%, JMJD2E inh inconclusive and Tau ThT inhib -25%.
`COc1cccc(-c2nn(C)c3sc(C(=O)NCc4ccc(C)o4)cc23)c1` gave SMN2 splice up 16µM*, RECQ1 inh 0%, Lamin A splicing 4%, JMJD2E inh -3%, ALDH1A1 inh inconclusive, Tau ThT inhib -1% and Luc counter 16%.
Screening Cc1nonc1NC(=O)CSc1nnc(-c2ccoc2C)n1CC(C)C returned L3MBTL1 inh -6%, SMN2 splice up 7%, RECQ1 inh -12%, Lamin A splicing 13%, JMJD2E inh 1%, ALDH1A1 inh inconclusive, Tau ThT inhib 1% and Luc counter 2%.
For O=C1CN=C(Nc2cccc(C(F)(F)F)c2)N1C1CCCC1 the results were L3MBTL1 inh 3%[11.4 µM], SMN2 splice up -25%, RECQ1 inh 0%, Lamin A splicing 15%, JMJD2E inh -3%, ALDH1A1 inh 1%, Tau ThT inhib -9% and Luc counter 0%.
Cc1ccc(NC(=O)O/N=C2\CCCCC2c2ccc([N+](=O)[O-])cc2[N+](=O)[O-])cc1 (stereo unspecified) was read as L3MBTL1 inh -7%, SMN2 splice up -3%, RECQ1 inh 0%, Lamin A splicing 1%, JMJD2E inh 0%, ALDH1A1 inh inconclusive, Tau ThT inhib -10% and Luc counter -2%.
For CCCNc1nc(=S)n(-c2ccccc2)c(C)c1C(C)=O the results were L3MBTL1 inh 1%, SMN2 splice up -6%, RECQ1 inh inactive, Lamin A splicing 7%[46 µM], JMJD2E inh -4%, ALDH1A1 inh 4%, Tau ThT inhib 1% and Luc counter 0%.
Screening CCNC(=S)NCc1ccc2[nH]c(C)cc2c1 returned L3MBTL1 inh -8%, SMN2 splice up -16%, RECQ1 inh -3%, Lamin A splicing -4%, JMJD2E inh -8%, ALDH1A1 inh -9%, Tau ThT inhib inconclusive and Luc counter -3%.
